# IMPase Li cell: cell-permeable IMPase inhibitors with lithium potentiation. AID 1457. CHO-M1 cells, IP1 TR-FRET (IP-One), carbachol + lithium. hit rate 0.35% among 210,000. Potency, µM (series often up to 59.4 µM), inactives show top-dose activity, negative = IMPase inhibition, actives largely listed as inhibitors;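 also: IP1 builds up when IMPase is blocked and the TR-FRET signal falls; potency is read from the fitted curve at half-maximal effect; plate controls were basal vehicle for no effect and high inhibitor control for full effect; nearly all actives have a fitted effect of over 50% in size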
#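 CHO cells stably expressing M1 receptor (2000/well) were cultured 16–30 h, then exposed to compounds with a small lithium addition for 30 min at 37C. IP1 was measured by TR-FRET competition; AC50 from Hill fits.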
# HTT cytoprotect: protects HTT-Q103 PC12 cells, measured by ATP | PC12 HTT-Q103 induced, cytoprotection, ATP luminescence, 40 h | hit rate 0.14% among 230,000 | Potency, µM (highest dose often 56.4 µM), inactives show cytoprotection (ATP increase), usual class: activators;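 also: potency is read from the fitted curve at half-maximal effect; % of control where 0% means no effect; nearly all actives have a fitted effect of over 45% in size; toxic huntingtin expression switched on by the ecdysone agonist tebufenozide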
#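 Compounds were screened for protection of PC12 cells against cell death after tebufenozide induction (100 nM final) of mutant Huntingtin exon 1 (Q103) fused to GFP.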
# CBFb-RUNX1 inh: blocks binding between human CBF-beta and RUNX1; AlphaScreen CBFb-His/RUNX1-biotin binding, biochemical; 230,000 tested, under 10 active; AID 1477; Potency, µM (titrated, usually from 59.8 µM), without a hit: at the highest dose activity, negative = inhibition, most hits filed as inhibitors; also: % of control where 0% means no effect
# Target sequence (Q01196 whole entry, looked up): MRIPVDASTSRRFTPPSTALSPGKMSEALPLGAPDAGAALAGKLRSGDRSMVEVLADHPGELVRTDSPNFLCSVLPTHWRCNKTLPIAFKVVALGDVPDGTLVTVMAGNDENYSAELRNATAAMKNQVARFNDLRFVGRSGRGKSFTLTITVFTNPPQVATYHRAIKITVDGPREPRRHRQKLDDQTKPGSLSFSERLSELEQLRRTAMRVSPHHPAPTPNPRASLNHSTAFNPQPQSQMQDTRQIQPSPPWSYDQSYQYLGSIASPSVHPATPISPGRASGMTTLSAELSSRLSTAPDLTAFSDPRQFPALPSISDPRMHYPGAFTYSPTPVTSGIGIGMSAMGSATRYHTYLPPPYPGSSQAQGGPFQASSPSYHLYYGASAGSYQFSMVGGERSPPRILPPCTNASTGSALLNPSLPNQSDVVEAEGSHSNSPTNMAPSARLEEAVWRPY
# Target sequence (Q13951 whole entry, looked up): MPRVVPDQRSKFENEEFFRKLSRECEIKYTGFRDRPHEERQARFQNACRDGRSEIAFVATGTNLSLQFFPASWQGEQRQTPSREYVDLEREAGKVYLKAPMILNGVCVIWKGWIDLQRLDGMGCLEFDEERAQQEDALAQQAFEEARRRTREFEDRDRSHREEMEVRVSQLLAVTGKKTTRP
#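 Proteins preincubated together for 20 min at RT before compound addition; 15 min later, nickel and streptavidin beads were added and left 90 min prior to AlphaScreen measurement.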
# Lamin A splicing: modulators of lamin A splicing; hit rate 0.01% among 200,000; HeLa LMNA splicing GFP/RFP minigene ratio, 48 h; Potency, µM (series often up to 46.1 µM), for inactives: top-dose ratio change, negative = inhibition, hits mostly inhibitors; active = well fitted inhibition curve with a large enough effect in the signal ratio, with a control signal flat, not every such curve was filed as active; inconclusive = small, poorly fitted or top-dose-only effect, or effect the other way, or a change in a side signal; the % refers to the signal ratio; also: potency is read from the fitted curve at half-maximal effect; % is scaled to controls: 0 for no effect and ±100 for the full control effect
#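 Read-out is the ratio of GFP to DsRed2 object intensity, acquired by 488 nm laser-scanning cytometry on HeLa lamin A-EGFP minigene reporter cells. Compound incubation 48 hrs at 37 °C in Opti-MEM with 2% FBS; DMSO 0.5% final.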
# SMN2 splice up: SMN2 splice variant enhancement; Potency, µM (doses to about 46.1 µM), without a hit: top-dose activity change, positive = activation, actives largely listed as activators; HEK293 SMN2-luciferase splicing reporter, luminescence, 30-36 h; hit rate 2.8% among 210,000; AID 1458; also: potency is read from the fitted curve at half-maximal effect; % of control where 0% means no effect; nearly all actives have a fitted effect of over 55% in size
#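 qHTS luciferase splicing reporter: luminescence rises when SMN2 exon 7 is included in transfected HEK293 cells. Compound exposure lasted 30-36 h at 37C, with 4.5 mM final sodium butyrate as control, followed by a ONE-Glo read.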
# Luc counter: Kinase-Glo luciferase inhibition (counter-screen) | Potency, µM (doses to about 38.3 µM), inactives show at the top dose activity change, negative = inhibition, hits mostly inhibitors | Kinase-Glo luciferase, ATP luminescence, 8 min | Q27757 | hit rate 0.28% among 200,000; also: potency is read from the fitted curve at half-maximal effect; % is scaled to controls: 0 for no effect and ±100 for the full control effect; nearly all actives have a fitted effect of over 60% in size
#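 Recombinant Kinase-Glo luciferase, 10 uM ATP (linear range), luciferin; imidazole pH 7.2 / KCl / MgCl2 / Tween / BSA buffer; 8 min RT; luminescence.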
# HTT aggregate: reduces HttQ103-GFP aggregates in PC12 cells | PC12 HttQ103-GFP aggregates, Acumen cytometry, 40 h | Potency, µM (doses to about 46.1 µM), inactives show at the highest dose activity change, negative = inhibition, usual class: inhibitors | hit rate 1.1% among 220,000; also: potency is read from the fitted curve at half-maximal effect; % is scaled to controls: 0 for no effect and ±100 for the full control effect; nearly all actives have a fitted effect of over 60% in size
#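 Read-out: GFP aggregate count by laser scanning cytometer (488 nm excitation, 500-530 nm emission, 1–25 µm objects >6 SD above background). Cells: PC12, inducible HTTex1-Q103-GFP, 100 nM tebufenozide; compounds titrated.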
# Starred values were filed as active, the others as inactive; u = inconclusive; x = not tested or not shown; & = joins results of further samples; [ ] = remark or other dose. Unless noted, calls follow the shape of the dose curve; as a rule, active = well fitted curve in the direction sought with a large enough effect; inconclusive = small, poorly fitted or top-dose-only effect, or another doubt; inactive = no such curve, though single readings can be large; an effect the other way counts as inactive or inconclusive.
# The opening 2 compounds (preview)
SMILES,IMPase Li cell,HTT cytoprotect,CBFb-RUNX1 inh,Lamin A splicing,SMN2 splice up,Luc counter,HTT aggregate
O=C(O)CCCNC(=O)/C(=C\c1ccc(Cl)cc1)NC(=O)c1ccc(Br)cc1,-1.3%,-0.2%,-3.8%,x,6.8%,1.2%,21.0%
Cc1ccc(OCc2nc(C#N)c(NCc3ccco3)o2)cc1,5.6%[38.3 µM],-20.1%[10 µM],-7.8%,4.2%,-4.3%,2.1%,-13.9%[9.22 µM]

# The listing (from the top)
SMILES,IMPase Li cell,HTT cytoprotect,CBFb-RUNX1 inh,Lamin A splicing,SMN2 splice up,Luc counter,HTT aggregate
O=C(O)CCCNC(=O)/C(=C\c1ccc(Cl)cc1)NC(=O)c1ccc(Br)cc1,-1.3%,-0.2%,-3.8%,x,6.8%,1.2%,21.0%
Cc1ccc(OCc2nc(C#N)c(NCc3ccco3)o2)cc1,5.6%[38.3 µM],-20.1%[10 µM],-7.8%,4.2%,-4.3%,2.1%,-13.9%[9.22 µM]
COC(=O)Cn1c(=NC(=O)c2cc(OC)c(OC)c(OC)c2)sc2cc(OC)ccc21,u,x,2.7%,u,4.7%,1.1%,1.9%
COc1ccc(S(=O)(=O)NC(N)=NCCc2ccc(OC)c(OC)c2)cc1C,-2.9%,4.2%,-2.5%,-2.9%[9.22 µM],-19.0%,1.2%,-6.1%
Cc1csc(SCC(=O)NC(=O)NCCC(C)C)n1,1.4%,-17.4%,17.8%,x,7.0%,6.9%,-8.0%
O=C(COc1ccc(/C=N/NS(=O)(=O)c2ccccc2)cc1)NCCc1ccccc1,0.0%[38.3 µM],-31.3%,3.4%,u,-24.1%,-3.7%,28.7%
COc1ccccc1NC(=S)N1CCN(C/C=C/c2ccccc2)CC1,8.4%,-3.0%[0.074 µM],-4.5%,-2.4%,-3.7%,-1.5%,-7.5%
N/C(Cc1ccc(Cl)cc1)=N\OC(=O)c1cccc2ccccc12,0.0%[38.3 µM],-3.1%,u,u,-91.4%[inhibitor],-0.4%,8.7%
Cc1cccc(NC(=O)C2C(c3ccccc3)C2(Cl)Cl)c1C (centres undefined),7.4%[38.3 µM],-40.2%[inhibitor],9.2%,-8.0%,-14.4%,-1.4%,u
Oc1ccccc1C1=Nc2ncnn2C(c2ccc(F)cc2)C1 (centres undefined),7.4%[38.3 µM],-10.5%[0.074 µM],5.0%,-2.2%,-22.0%,-0.9%,-23.0%

# Already shown: 2 of the compounds above.
SMILES,IMPase Li cell,HTT cytoprotect,CBFb-RUNX1 inh,Lamin A splicing,SMN2 splice up,Luc counter,HTT aggregate
Cc1cccc(NC(=O)C2C(c3ccccc3)C2(Cl)Cl)c1C (centres undefined),7.4%[38.3 µM],-40.2%[inhibitor],9.2%,-8.0%,-14.4%,-1.4%,u
Oc1ccccc1C1=Nc2ncnn2C(c2ccc(F)cc2)C1 (centres undefined),7.4%[38.3 µM],-10.5%[0.074 µM],5.0%,-2.2%,-22.0%,-0.9%,-23.0%

# (continued)
SMILES,IMPase Li cell,HTT cytoprotect,CBFb-RUNX1 inh,Lamin A splicing,SMN2 splice up,Luc counter,HTT aggregate
CCOc1ccc2ccccc2c1/C=N/NC(=O)CC1(C)OCCCO1,3.5%,-7.9%[10 µM],-7.5%,8.9%,20.5%,-1.3%,-10.9%
CC(O)c1nc2c(c(=O)n(C)c(=O)n2C)n1C (centres undefined),x,8.8%[10 µM],2.2%,x,x,x,-9.1%[9.22 µM]
CC(=O)c1c(C)c(C)c2n1CCn1c(C)ccc1-2,x,8.9%[10 µM],u,-19.1%[46 µM],x,x,-26.9%[9.22 µM]
COc1cc2oc(=O)c3c(c2cc1OCC(=O)c1c(C)n(C)c2ccccc12)CCCC3,10µM*,20.9%[10 µM],12.5%,u,0.7%,-1.0%,32.4%
CCOc1ccc(C(=O)NCc2ccccc2)cc1Br,-10.1%,20.9%[10 µM],0.2%,u,-6.6%,0.9%,5.2%
O=C1CCC(NC(=O)c2ccccc2)C(=O)N1 (centres undefined),x,4.6%[10 µM],6.1%,8.1%[46 µM],x,x,6.3%[9.22 µM]
Cc1nc2c(C(=O)O)cnn2c(C)c1Cc1ccccc1F,11.3%[38.3 µM],24.7%[1.9 µM],-1.1%,10.2%,-2.6%,-1.7%,4.5%
Cc1[nH][nH]c(=O)c1C=NCc1cccc(C(F)(F)F)c1,-10.8%,-49.3%[inhibitor][10 µM],-12.5%,u,10.3%,-3.2%,-2.3%
COc1cccc(/C(O)=C2\C(=O)C(=O)N(c3ccccn3)C2c2ccccc2OC)c1 (centres undefined),-11.1%[38.3 µM],-18.6%,1.3%,15.1%,-3.6%,-6.8%,0.3%
Cc1nnc(-c2ccccc2)nc1N(C)C,-8.4%,-1.3%,5.4%,-0.4%[46 µM],-3.0%,3.5%,11.7%[9.22 µM]
COc1ccc2c(c1)nc(NCCO)n2C,11.7%,x,-1.2%,u,12.9%,-9.1%,-8.3%
C/C(=N\NC(=O)CCc1c[nH]c2ccccc12)c1ccc([N+](=O)[O-])cc1,6.7%,x,-5.3%,u,-44.0%[inhibitor],4.7%,-8.3%
COc1ccc(CCNC(=O)COc2ccc(S(=O)(=O)NC(C)C)cc2)cc1OC,1.0%,-21.7%,-0.2%,11.0%[46 µM],x,0.8%,1.1%
O=C(COC(=O)Cc1cn2ccsc2n1)NC12CC3CC(CC(C3)C1)C2,3.0%[38.3 µM],14.8%[10 µM],9.6%,-5.3%,-7.5%,-0.4%,15.3%
Nc1nc2ccc(C(=O)NCCOC(=O)C3CCCCC3)cc2s1,13.8%,-5.4%[10 µM],-12.2%,5.4%[46 µM],-8.3%,1.6%,13.0%[9.22 µM]
CCOc1ccc(NC(=O)C2C3CCC4C(CCC32)C4(Cl)Cl)cc1 (centres undefined),7.2%,-41.9%[inhibitor],1.6%,u,-0.5%,4.0%,-9.7%
CCn1nnnc1-c1ccc(OC)c(S(=O)(=O)N2CCCCC2)c1,3.8%[38.3 µM],26.0%,6.6%,3.0%,-14.6%,-1.2%,-1.3%
CCCCCCN(C(=O)CCCCCN1C(=O)NC(c2ccc(-c3ccccc3)cc2)C(C(=O)OCc2ccccc2)=C1C)C(C)C(=O)NCCCC (centres undefined),10.2%&-0.9%,-68.4%[inhibitor],-2.0%[2.36 µM],u,-24.8%&-12.8%,10.8%&-2.2%,-7.7%
Cc1ccc(-n2nnnc2SCc2nnc(-c3ccccc3Br)o2)c(C)c1,16.8%[38.3 µM],-44.5%[inhibitor],1.0%,u,-44.6%[inhibitor],0.6%,8.3%[9.22 µM]
CCOc1c(O)ccc(C2NC(=O)N(C)C(C)=C2C(=O)OC)c1[N+](=O)[O-] (centres undefined),-0.3%,-20.2%,2.7%,-16.9%[46 µM],-2.3%,0.8%,24.9%
COc1ccc(/C=C(/C#N)C(=O)Nc2cccc(C)c2C)cc1C(=O)O,3.2%,10.6%[10 µM],8.6%,-1.8%,-1.4%,5.2%,7.7%
Cc1cccc(N2CCN(C(=O)CCCSc3nc4ccccc4[nH]3)CC2)c1C,11.3%[38.3 µM],-48.8%[inhibitor],-2.3%,-2.2%,-46.0%[inhibitor],-7.1%,u
CNC(=O)c1ccsc1NC(=O)c1ccc(S(=O)(=O)N2CCc3ccccc32)cc1,8.3%,x,5.3%[2.36 µM],u,-40.4%[inhibitor],0.9%,u
O=C(CSCc1ccc(Cl)cc1)Nc1nccs1,-4.2%[38.3 µM],20.0%,-3.1%,-1.3%,-13.8%,-2.6%,7.3%
CCOC(=O)C(NC(=O)N1CCCCC1)(c1ccccc1)C(F)(F)F (centres undefined),x,10.8%,4.1%,-2.5%,x,x,0.3%
Cn1c(=O)[nH]c(=O)c2c1nc(Br)n2CCOc1ccccc1,14.8%[38.3 µM],3.5%,7.0%,u,-15.7%,-1.5%,-3.6%
Cc1noc2ncnc(Oc3ccc(F)cc3)c12,-6.0%[38.3 µM],-18.4%,5.3%,12.5%,-8.6%,1.9%,-6.6%
N#CC(C(=O)OCc1ccccc1)c1nc2ccccc2nc1N1CCOCC1 (centres undefined),13.8%[38.3 µM],-33.7%[0.074 µM],-19.7%,u,-14.3%,-0.3%,-24.4%
COc1ccc(OC)c(NC(=O)COC(=O)CN(C)S(=O)(=O)c2ccc(C)cc2)c1,-6.6%,9.1%[10 µM],2.0%,-4.9%,17.6%,-3.3%,-7.4%
Cc1ccc(Cn2nc(C)c(NC(=O)CCCn3nc(C)c([N+](=O)[O-])c3C)c2C)cc1,13.4%,33.7%[10 µM],1.2%,-9.2%,-15.9%,3.5%,14.5%
CCN(CC)C(=O)C1=C(C)NC(=S)NC1c1cn(-c2ccccc2)nc1-c1ccc(Cl)cc1 (centres undefined),-4.2%[38.3 µM],-8.8%,-3.9%,6.8%,-1.4%,-1.0%,10.9%
Cc1ccc(NS(=O)(=O)c2cc(-c3n[nH]c(=O)c4ccccc34)ccc2C)cc1,19.6%,x,u,u,-14.2%,-0.7%,x
c1ccc2c(c1)Cc1cc(CN3CCOCC3)ccc1-2,21.8%[38.3 µM],-28.2%,8.2%,0.5%,14.1µM*,3.5%,1.5%
CC(C)C(=O)Nc1cccc(-c2cnc3ccccc3n2)c1,30.3%[activator][38.3 µM],-13.2%,-3.0%,-4.5%,-7.5%,7.1%,-9.9%[1.84 µM]
Cc1cccc(OCCCC(=O)O)c1C,22.0%[38.3 µM],12.1%,1.1%,8.0%,13.8%,-1.1%,-15.5%
COC(=O)c1cc(NC(=O)c2cccnc2)ccc1N1CCOCC1,9.8%,0.4%[10 µM],-15.4%,x,x,-1.8%,1.4%[9.22 µM]
CCCN(CC(=O)Nc1ccc(Cl)cc1Cl)C(=O)/C=C/c1cccc([N+](=O)[O-])c1,9.1%,-9.6%[10 µM],-7.7%,1.1%,-23.3%,3.3%,-27.7%
C/C(CC(=O)Nc1ccc(OCc2ccccc2)cc1)=N\NC(=O)C(=O)Nc1cccc(C)c1,-11.0%,0.2%[10 µM],-6.9%,-6.9%,26.2%,-1.6%,-11.4%
COc1ccc(/C=N/NC(=O)C(C)n2nnc3ccccc32)cc1OC (centres undefined),20.1%[38.3 µM],3.1%,0.6%,1.8%,-16.5%,-1.3%,8.5%
O=C(Cc1c(O)c2ccccc2[nH]c1=O)OC1CCCCC1,13.6%[38.3 µM],22.3%,7.2%,5.2%,4.8%,-5.9%,-7.4%
CC1CCCC(C)N1C(=O)CN1C(=O)C(C)(C)Oc2ccc(C(=O)NC3CCCC3)cc21 (centres undefined),-7.4%[38.3 µM],-24.9%[10 µM],6.8%,5.8%,-6.2%,1.5%,14.9%
Cc1ccc(C(=O)C[n+]2ccc(-c3nnc4n3CCC4)cc2)cc1,3.1%,16.1%[1.9 µM],-1.7%,-4.5%,2.3%,0.1%,17.1%
